Screening data deposited in PubChem BioAssay by several laboratories.
NPY Y1 blocker: blocks the human neuropeptide Y Y1 receptor; P25929; HEK293-CNG Y1 cells, membrane potential fluorescence; NPY at EC95, then isoproterenol; inhibition, % at 3.6 µM; hit rate 1% among 200,000;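 active means inhibition above the campaign mean inhibition of all tested compounds plus 3 SD, cut at about 20% in these data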;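 further: 0% = DMSO wells given NPY plus isoproterenol and 100% = isoproterenol alone without NPY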
Target sequence (P25929 whole entry, looked up): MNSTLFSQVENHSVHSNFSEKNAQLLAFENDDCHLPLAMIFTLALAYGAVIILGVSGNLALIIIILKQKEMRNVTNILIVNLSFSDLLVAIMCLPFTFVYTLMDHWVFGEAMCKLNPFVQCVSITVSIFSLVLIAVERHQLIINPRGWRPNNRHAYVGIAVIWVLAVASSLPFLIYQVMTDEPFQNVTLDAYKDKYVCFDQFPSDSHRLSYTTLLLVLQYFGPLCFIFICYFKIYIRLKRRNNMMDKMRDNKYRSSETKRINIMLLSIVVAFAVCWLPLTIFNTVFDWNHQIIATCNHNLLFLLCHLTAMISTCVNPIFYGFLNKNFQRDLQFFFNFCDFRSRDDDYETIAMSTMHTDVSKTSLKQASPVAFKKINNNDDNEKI
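Material: HEK293 Y1/CNG channel cell line | Also added: NPY (25 nM), isoproterenol (1 µM), Ro 20-1724 (25 µM) | Compound: One concentration, 3.6 µM, in 0.4% DMSO | Schedule: 3 h dye uptake, 1 h room-temperature compound, 45 min post-isoproterenol | Signal: Membrane-potential fluorescent dye readout | Read-out: % inhibition of NPY effect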
NPY-Y2 PAM-ag: potentiates or activates human NPY-Y2 receptor; P49146; cells expressing NPY-Y2, potentiator/agonist read-out; activation, % at 3.6 µM; hit rate 0.45% among 220,000; in the data active means activation above about 27%;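 further: cells stimulated with NPY near EC25 plus isoproterenol at EC100; 0% = vehicle plus submaximal agonist and 100% = vehicle plus saturating agonist; some results beyond the cut were filed as inactive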
NPY1 pot ag: potentiators or agonists of human neuropeptide Y receptor Y1; P25929; NPY-Y1 expressing cells, potentiator/agonist activation; activation, % at 3.6 µM; hit rate 0.37% among 220,000; AID 1304; in the data active means activation above about 33%, passing the limit was not always enough;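 further: cells stimulated with NPY at EC10 then isoproterenol at EC100; 0% = low agonist plus stimulus and 100% = saturating agonist plus stimulus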
S1P4 antag: human S1P4 receptor antagonism | S1P4-expressing cells, antagonist mode, reporter read-out | inhibition, % at 4.98 µM | hit rate 0.26% among 220,000; in the data active means inhibition above about 29%;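 further: 0% = wells stimulated with agonist and 100% = vehicle wells without agonist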
Target sequence (O95977 whole entry, looked up): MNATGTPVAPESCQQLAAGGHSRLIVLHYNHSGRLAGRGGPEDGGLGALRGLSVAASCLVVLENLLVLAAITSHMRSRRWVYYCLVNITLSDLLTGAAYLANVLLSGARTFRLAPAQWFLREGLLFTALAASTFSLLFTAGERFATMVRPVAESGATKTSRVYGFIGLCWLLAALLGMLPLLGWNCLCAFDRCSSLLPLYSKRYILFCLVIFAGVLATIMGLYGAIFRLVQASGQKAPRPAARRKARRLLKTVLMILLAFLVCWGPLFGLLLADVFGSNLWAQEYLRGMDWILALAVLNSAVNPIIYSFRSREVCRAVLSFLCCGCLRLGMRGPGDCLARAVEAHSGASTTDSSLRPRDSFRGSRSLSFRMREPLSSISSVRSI
Ba/F3 V617F tox: lowers viability of Ba/F3 cells expressing EpoR and JAK2V617F; ATP luminescence; inhibition, % at 5.6 µM; hit rate 1.1% among 220,000; AID 1446;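 active means inhibition above the campaign mean plus 3 SD over all tested compounds, cut at about 24% in these data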;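 further: cytokine-independent growth of Ba/F3 cells driven by EpoR plus mutant JAK2; 0% = DMSO-treated cells and 100% = JAK inhibitor I control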
S1P4 ag: activates the human S1P4 receptor. S1P4-expressing cell line, agonist reporter assay. hit rate 0.35% among 220,000. AID 1509. activation, % at 4.98 µM. O95977; in the data active means activation above about 11%;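 further: 0% = DMSO vehicle and 100% = reference agonist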
BaF3 parental: parental Ba/F3 viability inhibition as JAK2V617F counter-screen | AID 1486 | hit rate 1.1% among 220,000 | inhibition, % at 5.6 µM | CellTiter-Glo ATP luminescence;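 active means inhibition above a per-campaign cutoff, the mean inhibition of all tested compounds plus 3 SD, cut at about 27% in these data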;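 further: 0% = DMSO wells and 100% = JAK Inhibitor I control wells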
p47phox inh: blocks human p47phox regulatory protein of NADPH oxidases | p47phox/p22phox peptide binding, fluorescence polarization, 2 h | inhibition, % at 24.7 µM | hit rate 0.53% among 220,000 | AID 1274;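 active means inhibition above about 30%, limit read from the data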;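 further: 0% = p47phox with labelled peptide and 100% = labelled peptide alone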
CHOP inh: inhibitors of CHOP induction in ER stress response; CHO-K1 CHOP-promoter luciferase, tunicamycin-induced, 15-18 h; inhibition, % at 10 µM; hit rate 3.8% among 220,000; AID 2732;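 active means compounds that reduced the stress-induced luciferase reporter signal by more than about 70% of percent inhibition, limit read from the data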;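 further: 0% = tunicamycin plus vehicle and 100% = wells without tunicamycin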
* = called active by the depositor; x = not tested or not shown.

SMILES	NPY Y1 blocker	NPY-Y2 PAM-ag	NPY1 pot ag	S1P4 antag	Ba/F3 V617F tox	S1P4 ag	BaF3 parental	p47phox inh	CHOP inh
CNc1nc(SC)n(C)c(=O)c1N=O	x	-10	24	0	-2	-0.9	-4	-3	-17
O=C(COC(=O)CCOc1ccccc1)NCCC1=CCCCC1	1	-30	-12	-2	-2	1.9	-1	-2	33
COc1ccccc1N1CCN(c2cc(=O)n(-c3ccc(Cl)cc3)c(=O)[nH]2)CC1	3	-11	-6	-14	4	-0.6	9	x	x
Cc1sc2ncnc(SCC(=O)N3CCC(c4noc5ccc(F)cc45)CC3)c2c1C	2	0	13	-4	-2	1.6	5	-9	12
O=C(CSc1nc2ccccc2n1S(=O)(=O)c1cccc([N+](=O)[O-])c1)NCCc1ccccc1	13	-6	-47	12	-1	0.4	5	-2	17
CCOC(=O)c1ccc(NC(=O)CC2S/C(=N/N=C/c3c[nH]c4ccccc34)NC2=O)cc1 (stereo not given)	-16	33*	49*	-1	-2	0.7	-2	-7	38
COc1ccc(C2C=C(c3ccccc3)Nc3nc(NC(C)=O)nn32)cc1 (stereo not given)	0	-4	-26	4	-3	-1.8	2	3	5
CCOc1cc(-c2noc(N)c2C#N)cc(OCC)c1OCC	-2	0	13	-23	-3	-0.6	1	-6	14
CCC(Sc1ccc2nnc(CCNS(=O)(=O)c3ccc(OC)cc3)n2n1)C(=O)OC (stereo not given)	5	-18	12	-13	-1	2.4	5	-16	6
Cc1ccc(-c2nc3ccccc3n3c(C)nnc23)cc1	1	3	8	1	-4	1.3	-1	5	31
Nc1c(-c2nn[nH]n2)cnn1-c1cc(Cl)cc(Cl)c1	x	9	-2	16	-2	-0.7	-2	-2	-9
NC(=O)CN1C(=O)C2CCCCN2C(=O)c2ccccc21 (stereo not given)	-8	6	16	-18	-2	0.5	1	-18	-22
CCOC(=O)CN(C(=O)CNC(=O)c1cccs1)C(C(=O)NC1CCCCC1)c1cccnc1 (stereo not given)	1	7	-1	-37	0	-0.8	2	0	-7
O=C(O)CC1Sc2nc3ccccc3n2C1=O (stereo not given)	5	2	-2	8	2	3.3	4	-6	29
NC(=O)c1ccc(-n2nnnc2SCc2ccc(F)cc2)cc1	-1	4	17	-4	-2	0.5	3	-7	21
CCCn1c(Sc2nnnn2-c2ccccc2)n[nH]c1=O	-4	19	7	1	-1	-0.7	-6	5	12
Cc1nc2scc(-c3ccco3)c2c(=O)n1/N=C/N(C)C	1	5	3	-15	0	-1.8	3	-40	-20
Cc1n[nH]c(C)c1S(=O)(=O)N1CCN(C2CCCCC2)CC1	1	-5	5	-13	1	0.9	5	-8	2
Cn1c(SCC(=O)NCC2CCCO2)nc2c([nH]c3ccccc32)c1=O (stereo not given)	1	-1	9	-7	-1	1.6	0	2	1
Cc1ccc(Cn2c(CN(C)Cc3ccccc3)nc3c2c(=O)n(C)c(=O)n3C)cc1	1	-16	-7	-8	21	1.4	3	-12	56
O=C(CN1CCN(Cc2ccc(Cl)cc2)C1=O)NCCCN1CCOCC1	-1	-12	-2	-29	0	0.3	13	-5	-23
NC(=O)CSc1nc(N)c2c3c(sc2n1)CCCCC3	3	13	14	-30	0	-0.4	7	-24	6
COc1ccc(NC(=O)CC(C)(C)C)c([N+](=O)[O-])c1	-3	-8	1	-17	-5	1.4	0	-3	20
Cc1ccc(Oc2nc3c(c(=O)n(Cc4ccccc4F)c(=O)n3C)n2C)cc1	0	5	2	2	-3	3.2	-2	-15	94*
CC(=O)Nc1nnc(SCC(=O)N2CCCc3ccccc32)s1	2	-7	8	-26	-3	0.9	2	-1	-7

13 entries from above, with bars between the fields.
molecule | NPY Y1 blocker | NPY-Y2 PAM-ag | NPY1 pot ag | S1P4 antag | Ba/F3 V617F tox | S1P4 ag | BaF3 parental | p47phox inh | CHOP inh
CNc1nc(SC)n(C)c(=O)c1N=O | x | -10 | 24 | 0 | -2 | -0.9 | -4 | -3 | -17
O=C(COC(=O)CCOc1ccccc1)NCCC1=CCCCC1 | 1 | -30 | -12 | -2 | -2 | 1.9 | -1 | -2 | 33
COc1ccccc1N1CCN(c2cc(=O)n(-c3ccc(Cl)cc3)c(=O)[nH]2)CC1 | 3 | -11 | -6 | -14 | 4 | -0.6 | 9 | x | x
Cc1sc2ncnc(SCC(=O)N3CCC(c4noc5ccc(F)cc45)CC3)c2c1C | 2 | 0 | 13 | -4 | -2 | 1.6 | 5 | -9 | 12
O=C(CSc1nc2ccccc2n1S(=O)(=O)c1cccc([N+](=O)[O-])c1)NCCc1ccccc1 | 13 | -6 | -47 | 12 | -1 | 0.4 | 5 | -2 | 17
CCOC(=O)c1ccc(NC(=O)CC2S/C(=N/N=C/c3c[nH]c4ccccc34)NC2=O)cc1 (stereo not given) | -16 | 33* | 49* | -1 | -2 | 0.7 | -2 | -7 | 38
COc1ccc(C2C=C(c3ccccc3)Nc3nc(NC(C)=O)nn32)cc1 (stereo not given) | 0 | -4 | -26 | 4 | -3 | -1.8 | 2 | 3 | 5
CCOc1cc(-c2noc(N)c2C#N)cc(OCC)c1OCC | -2 | 0 | 13 | -23 | -3 | -0.6 | 1 | -6 | 14
CCC(Sc1ccc2nnc(CCNS(=O)(=O)c3ccc(OC)cc3)n2n1)C(=O)OC (stereo not given) | 5 | -18 | 12 | -13 | -1 | 2.4 | 5 | -16 | 6
Cc1ccc(-c2nc3ccccc3n3c(C)nnc23)cc1 | 1 | 3 | 8 | 1 | -4 | 1.3 | -1 | 5 | 31
Nc1c(-c2nn[nH]n2)cnn1-c1cc(Cl)cc(Cl)c1 | x | 9 | -2 | 16 | -2 | -0.7 | -2 | -2 | -9
NC(=O)CN1C(=O)C2CCCCN2C(=O)c2ccccc21 (stereo not given) | -8 | 6 | 16 | -18 | -2 | 0.5 | 1 | -18 | -22
CCOC(=O)CN(C(=O)CNC(=O)c1cccs1)C(C(=O)NC1CCCCC1)c1cccnc1 (stereo not given) | 1 | 7 | -1 | -37 | 0 | -0.8 | 2 | 0 | -7

Entries of single compounds from above:
Cc1ccc(Cn2c(CN(C)Cc3ccccc3)nc3c2c(=O)n(C)c(=O)n3C)cc1 is listed as NPY Y1 blocker: 1; NPY-Y2 PAM-ag: -16; NPY1 pot ag: -7; S1P4 antag: -8; Ba/F3 V617F tox: 21; S1P4 ag: 1.4; BaF3 parental: 3; p47phox inh: -12; CHOP inh: 56
Cc1n[nH]c(C)c1S(=O)(=O)N1CCN(C2CCCCC2)CC1 is listed as NPY Y1 blocker: 1; NPY-Y2 PAM-ag: -5; NPY1 pot ag: 5; S1P4 antag: -13; Ba/F3 V617F tox: 1; S1P4 ag: 0.9; BaF3 parental: 5; p47phox inh: -8; CHOP inh: 2

(listing goes on)
SMILES	NPY Y1 blocker	NPY-Y2 PAM-ag	NPY1 pot ag	S1P4 antag	Ba/F3 V617F tox	S1P4 ag	BaF3 parental	p47phox inh	CHOP inh
COc1ccc(CNC(=O)c2ccc(S(=O)(=O)N3CCCC3)cc2)cc1OC	-1	15	12	-23	0	-4.4	5	-5	-8
CN(C)Cc1cc(C(C)(C)c2cc(CN(C)C)c(O)c(CN(C)C)c2)cc(CN(C)C)c1O	1	0	-14	-1	1	0.5	6	-10	6
O=C(CCCCCN1C(=O)c2ccccc2C1=O)Nc1ccc(S(=O)(=O)N2CCCCC2)cc1	-12	22	-27	-11	-5	0.1	2	-13	20
Cc1ccc(C(=O)NC(=S)NCc2cccnc2)cc1C	-1	-5	16	-14	-2	0.8	2	-3	6
CCOc1ccc(/C=N/OCC(=O)NCc2cccs2)cc1	13	-17	-1	-15	-4	0.7	2	-6	11
CS(=O)(=O)NCCCNc1c(Cl)cccc1[N+](=O)[O-]	-1	-1	21	-11	-5	-1.9	3	-9	24
CC1Cc2ccccc2N1C(=O)COc1ccc2c(c1)OCO2 (stereo not given)	14	-9	-16	0	7	1.5	14	-7	-22
O=C(Nc1ccc(Cl)cc1)NC1CCS(=O)(=O)C1 (stereo not given)	4	2	-5	-21	-2	0.4	1	-8	-25
O=C(COC(=O)/C=C/c1ccc2c(c1)OCO2)Nc1ccc(S(=O)(=O)N2CCCC2)cc1	11	-5	-22	-10	2	-0.1	12	-50	-1
CC(=O)N1CCN(c2ccc(NCc3ccc(F)cc3)cc2)CC1	-4	-15	-4	-6	-1	-0.9	7	-4	-31
O=C(Nc1cccc(O)c1)c1ccc(C(F)(F)F)cc1	1	-10	-6	-13	4	-1.8	12	-3	-27
O=[N+]([O-])c1ccc2nc(-c3ccc(OC(F)F)cc3)cn2c1	7	-16	-11	-21	-1	3.2	2	-9	-7
Cc1cccc(NC(=O)c2cnn(C)c2)c1C	0	4	-6	-10	-2	1.3	2	-3	-12
O=C(Nc1ccc(-c2nc3cc(Cl)ccc3c(=O)o2)cc1)c1ccco1	2	-3	-5	-4	0	3.9	6	24	-10
CC(CCc1ccccc1)NC(=O)C(=O)NCc1ccccc1 (stereo not given)	4	-2	-4	10	2	-0.1	8	-10	70
NC(=O)c1ccsc1NC(=O)c1ccco1	-7	16	8	-2	-2	-2.8	3	-15	-13
CCCCN(CCCC)c1nc2ccccc2nc1NS(=O)(=O)c1ccc(NC(C)=O)cc1	5	16	-7	-16	-4	1.9	1	-12	88*
CCOc1ccccc1NC(=O)C1C2CCC3C(CCC21)C3(Cl)Cl (stereo not given)	10	-13	-18	18	-3	-1.6	3	-13	0
COc1ccc(-c2ccnc(SCC(=O)c3ccc(OC)c(OC)c3)n2)cc1	-3	4	7	-16	0	1.7	2	-20	25
Cc1cc(C)c(C#N)c(SCC(=O)OC2CCCCC2)n1	-1	1	3	1	-3	-1.2	1	-9	77*
COCCCC1CCN(C(=O)CCc2nnc(CCCCc3ccccc3)o2)CC1	5	4	5	-14	-1	-0.7	5	-3	-11
Cc1ccccc1NC(=O)C1CC(Cl)=CCC1C(=O)O (stereo not given)	2	2	8	-14	-1	-1.0	3	-24	29
CCOC(=O)c1sc(NC(=O)c2ccccc2F)c(C(N)=O)c1C	-1	2	-5	-7	-1	2.3	8	-21	49
Cc1nc2cc(-c3ccc(Cl)cc3)nn2c(C)c1CCC(=O)NCc1ccco1	5	2	11	-19	0	-0.4	5	-8	74*
CSc1nsc(SC)c1NC(=O)OCCc1ccccn1	6	-15	-11	-14	-2	1.7	3	-12	18
Remaining list, next part:
SMILES	NPY Y1 blocker	NPY-Y2 PAM-ag	NPY1 pot ag	S1P4 antag	Ba/F3 V617F tox	S1P4 ag	BaF3 parental	p47phox inh	CHOP inh
CC1Cc2ccccc2N1CC(=O)Nc1cccc(S(N)(=O)=O)c1 (stereo not given)	10	3	9	-13	-3	0.3	3	10	-13
COc1cc(NC(=S)N2CCN(C)CC2)c(OC)cc1Cl	1	-2	-3	-15	3	2.1	4	-5	11
O=C(O)C(NS(=O)(=O)c1cccc2nsnc12)c1ccccc1 (stereo not given)	x	-11	-13	-17	-3	1.6	2	-9	16
Cc1c(C(=O)O)oc2ccc(S(=O)(=O)N3CC(C)CC(C)C3)cc12 (stereo not given)	-2	9	14	-9	-1	0.7	4	-10	3
CC(=O)Nc1ccc(S(=O)(=O)N2CCCC2C(=O)O)cc1 (stereo not given)	0	-12	8	-7	-1	0.8	1	14	-16
O=C1/C(=C\c2ccco2)SC(=S)N1Cc1ccccc1	2	-6	-3	0	-1	-1.9	5	-17	50
O=C(Cc1ccc(F)cc1)NCc1cccnc1	2	-4	-6	-12	-3	1.8	4	4	10
COc1cccc(C(=O)Nc2c(C)nn(-c3ccccc3)c2C)c1	-2	-4	-2	-8	4	-1.0	5	1	1
